# UBC9 SUMO inh: inhibitors of in vitro SUMOylation cascade, primary screen, biochemical, HTRF, uHTS | SUMO-conjugating enzyme UBC9 (Homo sapiens), P63279 | hit rate 0.36% among 290,000 | HTRF SUMOylation assay, SAE1/SAE2 + UBC9 | inhibition, % at 35 µM | AID 2006, 2009; in the data active = inhibition above about 50%, passing the limit was not always enough; note: strong numbers were not always called active
# Target sequence (P63279 whole entry, looked up): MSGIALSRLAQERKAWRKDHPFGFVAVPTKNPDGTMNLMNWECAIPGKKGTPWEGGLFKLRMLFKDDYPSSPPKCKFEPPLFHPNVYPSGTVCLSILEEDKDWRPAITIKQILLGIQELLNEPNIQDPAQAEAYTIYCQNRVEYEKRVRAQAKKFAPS
# M18AAP inhibitor: PfM18AAP inhibitors, malaria aminopeptidase, primary screen, biochemical, QFRET, recombinant enzyme | M18 aspartyl aminopeptidase (Plasmodium falciparum 3D7) | H-Glu-NHMec fluorogenic cleavage | inhibition, % at 7.35 µM | hit rate 1.2% among 290,000 | AID 1822, 2009;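 active = inhibition above the campaign mean inhibition over all tested compounds plus 3 SD, cut at about 28% in these data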;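 note: 0% = plate median of test compound wells and 100% = 2 mM ZnCl2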
# IDE cell inh: human IDE inhibitors in live cells, primary screen, fluorescence polarization, HEK cells, FAbetaB substrate; FAbetaB cleavage; inhibition, % at 5.59 µM; hit rate 0.41% among 320,000;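 active = percent inhibition above the average of all tested compounds plus 3 SD, set per screening campaign, cut at about 16% in these data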;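 note: IDE supplied by intact live HEK cells; FP after avidin binding of uncleaved biotin substrate so inhibition keeps polarization high; 0% = DMSO wells and 100% = 60 µM reference IDE inhibitor Ii1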
# NS3 helicase inh: inhibitors of HCV NS3 helicase, primary screen, biochemical, Cy5 molecular beacon fluorescence; Hepatitis C virus NS3 helicase; NS3 helicase DNA unwinding; inhibition, % at 10.9 µM; hit rate 0.56% among 290,000;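 active = inhibition above the mean of all tested compounds plus 3 SD, set per campaign, cut at about 35% in these data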;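 note: 0% = DMSO wells and 100% = thioflavine S control wells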
#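 Test system: hepatitis C virus NS3 helicase domain fragment enzyme. Also added: annealed dual-labelled DNA beacon duplex, ATP-started. Timing: 60 min unwinding reaction at 25 °C after ATP addition. Technique: Cy5 fluorescence. Measure: % inhibition of unwinding.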
# DNA FID counter: compounds displacing fluorescent DNA intercalator, primary screen, artefact control for HCV NS3 helicase inhibitor project, biochemical, FID fluorescence | inhibition, % at 7.9 µM | DNA fluorescent intercalator displacement | hit rate 0.17% among 290,000; in the data active = inhibition above about 37%;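 note: 0% = vehicle and 100% = reference compound; higher means more ethidium bromide displaced from hairpin DNA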
# IDE act: human IDE activators in live cells, primary screen, fluorescence polarization, HEK cells, FAbeta-B substrate | activation, % at 5.96 µM | FAbeta-B cleavage; 0% vehicle, 100% cell-free pure enzyme wells | hit rate 0.073% among 340,000 | Insulin-degrading enzyme (Homo sapiens), P14735 | AID 493087, 2011;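 active = activation above the mean of all tested compounds plus 3 SD, set per screening campaign, cut at about 17% in these data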
# VIM-2 inh: VIM-2 metallo-beta-lactamase inhibitors, primary screen, biochemical, epi-absorbance readout, Pseudomonas aeruginosa enzyme; inhibition, % at 5.6 µM; purified VIM-2, nitrocefin hydrolysis, epi-absorbance fluorescence; hit rate 0.89% among 290,000; AID 1527, 2009;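 active = inhibition above the mean of all tested compounds plus 3 SD, cutoff set per screening run, cut at about 7.5% in these data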;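 note: red hydrolysis product quenches plate fluorescence so inhibitors raise well fluorescence; 0% = enzyme with DMSO and 100% = DMSO without enzyme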
# IMP-1 inh: IMP-1 metallo-beta-lactamase inhibitors, primary screen, biochemical, epi-absorbance readout, Pseudomonas aeruginosa enzyme. inhibition, % at 5.6 µM. purified IMP-1, nitrocefin hydrolysis, epi-absorbance fluorescence. hit rate 0.45% among 290,000. AID 1556, 2009. metallo-beta-lactamase IMP-1 (Pseudomonas aeruginosa);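 active = inhibition above the mean plus 3 SD of all compounds in the same screening run, cut at about 4.5% in these data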;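 note: 0% = IMP-1 with DMSO and 100% = DMSO wells lacking enzyme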
#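 system = purified recombinant IMP-1 beta-lactamase | amount = 0.2 nM IMP-1, as dispensed | medium = HEPES buffer pH 7.1 with ZnSO4 and Brij 35 | times = 25 °C, 15 min preincubation, 25 min reaction | detection = plate fluorescence quenching by hydrolysis product, ex 480/em 530 nm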
# p-CIP stab down: p/CIP-EGFP fusion destabilizers, primary screen, fluorescence, F442A cells. Q05BA5. 16 h. decrease of EGFP signal, % at 10 µM. hit rate 0.01% among 290,000. AID 1984, 2009;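 active = EGFP signal decrease of at least 30% at 10 µM or well 3 SD below plate mean, unless failing retest; inactive = the rest, including hits failing retest or dose response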; note: some compounds called inactive have numbers as strong as hits; many of its hits are not listed in these tables
# An asterisk follows results filed as active; · = no result given. Hits appear at their usual frequency; about 3.6% have a hit in one of these screens.
SMILES,UBC9 SUMO inh,M18AAP inhibitor,IDE cell inh,NS3 helicase inh,DNA FID counter,IDE act,VIM-2 inh,IMP-1 inh,p-CIP stab down
Clc1c(-c2nnc3n2CCCCC3)sc2ccccc12,-24,-7,10,-10,-20,-13,2.7,-1.2,3
Cc1c(Cl)cccc1NC(=O)NCc1ccc(F)cc1,4,-2,1,-6,-4,0,-2.2,-2.2,-16
Cc1nc2c(sc(=S)n2Cc2ccco2)c(=O)n1CC(=O)Nc1ccccc1,21,15,0,-18,-13,-2,-0.9,0.7,-2
CC1(C)C=C(c2ccc(C=O)s2)CC(C)(C)N1,6,4,1,-5,1,1,-0.6,-3.4,-6
C=CCNC(=O)COc1c(C)ccc(C)c1C,0,0,7,3,-5,-2,0.7,0.3,7
CC(=C/c1ccccc1)/C=N/n1c(-c2ccncc2)n[nH]c1=S,8,16,3,-10,-33,1,16*,0.7,-8
COc1ccc(C(=O)N2CCc3ccc(NC(=O)c4ccccn4)cc3C2)cc1F,-18,9,·,-18,-35,-3,0.8,-0.1,-9
O=C(NC1CCCC1)C1CCC(CNS(=O)(=O)c2ccc(F)cc2)CC1 (stereo unspecified),11,1,4,9,-31,-3,-3.6,-2.6,-9
Cn1cc(CNC(=O)C2CCC(=O)N(Cc3cccc(C(F)(F)F)c3)C2)cn1 (stereo unspecified),-4,18,·,10,-16,0,0.4,0.5,-10
COc1ccc(/C=c2\s/c(=C/C(=O)c3ccc(C)cc3)[nH]c2=O)c(OC)c1,21,1,88*,2,-2,-67,3.0,-0.6,-34
Cc1ccc(S(=O)(=O)n2nc(OC(=O)c3ccccc3C)cc2N)cc1,-21,3,1,-10,-21,-6,-1.3,-2.0,-13
COc1ccc(-c2ccc(SCC(=O)c3cccs3)nn2)cc1OC,13,-2,-1,-2,-17,-1,-0.6,-3.6,-5
COc1ccc2[nH]c3c(=O)n(CCCC(=O)NC4CCCCC4C)c(=S)[nH]c3c2c1 (stereo unspecified),58*,5,-6,42*,-26,-3,-2.2,0.4,2
Cc1ccc(N2CN(Cc3ccco3)CNC2=S)c(C)c1,-14,2,-4,-5,-8,3,-2.1,-3.8,8
Cc1cccc(/C=C/C(=O)c2ccc(N3CCOCC3)cc2)c1,-1,8,0,21,-11,·,-4.1,-1.7,6
O=C(N/N=C/c1cc(Br)c(Br)o1)c1cccnc1,0,2,-4,5,0,1,-2.9,-2.1,2
Cc1cc(C(=O)N/N=C/c2ccc[nH]2)n[nH]1,-8,3,-3,11,9,-3,-3.2,-4.0,7
CCC(C)NC(=O)c1cnc2n(c1=O)CCS2 (stereo unspecified),2,-5,1,-6,3,-5,1.6,-1.3,-7
O=C(NNS(=O)(=O)c1ccccc1)C(O)(c1ccccc1)c1ccccc1,11,-7,10,0,-5,7,-0.4,-1.4,-7
COCCCNC(=O)c1c(N)n(/N=C/c2ccccn2)c2nc3ccccc3nc12,15,-2,·,5,1,6,-0.6,-2.5,-16

# Some entries already given, showing only NS3 helicase inh, IMP-1 inh and DNA FID counter:
canonical_smiles	NS3 helicase inh	IMP-1 inh	DNA FID counter
COc1ccc(-c2ccc(SCC(=O)c3cccs3)nn2)cc1OC	-2	-3.6	-17
COc1ccc2[nH]c3c(=O)n(CCCC(=O)NC4CCCCC4C)c(=S)[nH]c3c2c1 (stereo unspecified)	42*	0.4	-26
Cc1ccc(N2CN(Cc3ccco3)CNC2=S)c(C)c1	-5	-3.8	-8
Cc1cccc(/C=C/C(=O)c2ccc(N3CCOCC3)cc2)c1	21	-1.7	-11
O=C(N/N=C/c1cc(Br)c(Br)o1)c1cccnc1	5	-2.1	0
Cc1cc(C(=O)N/N=C/c2ccc[nH]2)n[nH]1	11	-4.0	9

# An excerpt of these results, with bars between the fields.
structure | UBC9 SUMO inh | M18AAP inhibitor | IDE cell inh | NS3 helicase inh | DNA FID counter | IDE act | VIM-2 inh | IMP-1 inh | p-CIP stab down
COc1ccc(-c2ccc(SCC(=O)c3cccs3)nn2)cc1OC | 13 | -2 | -1 | -2 | -17 | -1 | -0.6 | -3.6 | -5
COc1ccc2[nH]c3c(=O)n(CCCC(=O)NC4CCCCC4C)c(=S)[nH]c3c2c1 (stereo unspecified) | 58* | 5 | -6 | 42* | -26 | -3 | -2.2 | 0.4 | 2

# More compounds.
SMILES,UBC9 SUMO inh,M18AAP inhibitor,IDE cell inh,NS3 helicase inh,DNA FID counter,IDE act,VIM-2 inh,IMP-1 inh,p-CIP stab down
CCCCNC(=O)c1cc(-c2ccc(F)cc2)on1,-4,-10,8,3,-2,7,1.7,-0.7,-8
Cc1nc2ccc(S(=O)(=O)NCC(=O)N3CCc4ccccc4C3)cc2s1,-3,7,-2,-7,-19,9,-6.8,-3.4,-1
O=C(O)CSc1ncccc1C(=O)O,-8,4,-3,-2,3,2,-0.2,-3.4,-12
NC(=O)c1nn(-c2ccccc2)nc1NC(=O)Cn1nnc(-c2ccccc2)n1,10,-9,2,16,-2,-7,0.9,-0.6,-1
Cc1cc(C)cc(C(=O)Nc2cccnc2)c1,-9,2,5,0,-4,0,-0.6,-2.4,-1
CCOc1ccc(-n2c(SCC(=O)Nc3ccc(CC)cc3)nc3n[nH]c(C)c3c2=N)cc1,56*,0,-4,-4,7,2,2.1,-2.2,-15
CC(C)(C)NC(=O)COC(=O)c1cncc(Br)c1,3,3,-3,8,-7,2,0.0,-1.7,4
CCCSCCCNC(=O)CN1C(=O)COc2ccc(S(=O)(=O)N3CCCC3)cc21,8,1,-8,0,-31,5,-2.0,-1.6,-2
O=C(O)CC(C(=O)Nc1ccc(F)cc1)C1CCCO1 (stereo unspecified),16,0,8,-6,-3,1,-2.7,-1.8,8
COc1ccc(N(CC(=O)Nc2ccc(Cc3ccncc3)cc2)S(=O)(=O)c2ccccc2)cc1,0,1,0,-9,-18,2,-3.4,-1.0,-3
S=C(NCc1ccncc1)Nc1ccc(Cl)c(Cl)c1,9,-3,1,-15,6,0,-1.8,-3.6,-4
Cc1ccccc1N(CC(=O)NC1CCCC1)C(=O)C1(C)CC(=O)N=C2C=CC=CN21 (stereo unspecified),7,2,-5,0,-6,-4,-3.4,-3.2,-3
Cc1cc(C(=O)Nc2ccc(S(=O)(=O)N3CCCC3)cc2)cs1,3,2,1,-2,-10,-3,-1.6,-0.9,-7
CCCNC(=O)N[C@@H](CCSC)C(=O)OC,-4,-6,-2,0,-1,9,-0.1,-3.6,1
Cc1cc(Cl)nc(Cl)c1C(=O)NC(=O)NCCC(C)C,5,-1,-3,10,-15,1,-4.6,-4.2,0
CSc1nnnn1-c1ccc(C(=O)O)cc1,26,-13,3,-2,2,2,-1.4,-2.0,-9
COc1ccc(OCC(=O)Nc2ccc3nc(C)sc3c2)cc1,3,0,0,1,-14,5,-2.5,-2.8,-15
CCN(C(=O)c1ccc(NC(C)=O)cc1)c1ccccc1,1,-4,3,-3,-6,1,-2.6,-0.8,6
COc1cc(OC)cc(C(=O)N2CCCc3ccccc32)c1,15,6,-6,-5,-17,0,-3.4,-4.6,4
CCc1nc(SCc2ccc(OCC(C)C)cc2)n[nH]1,2,5,-1,-3,-15,3,-1.4,-2.4,-27

# Gathered by group, the compounds so far containing a furan ring, fused or not.
SMILES,UBC9 SUMO inh,M18AAP inhibitor,IDE cell inh,NS3 helicase inh,DNA FID counter,IDE act,VIM-2 inh,IMP-1 inh,p-CIP stab down
Cc1nc2c(sc(=S)n2Cc2ccco2)c(=O)n1CC(=O)Nc1ccccc1,21,15,0,-18,-13,-2,-0.9,0.7,-2
Cc1ccc(N2CN(Cc3ccco3)CNC2=S)c(C)c1,-14,2,-4,-5,-8,3,-2.1,-3.8,8
O=C(N/N=C/c1cc(Br)c(Br)o1)c1cccnc1,0,2,-4,5,0,1,-2.9,-2.1,2

# Copied from the list.
# CSc1nnnn1-c1ccc(C(=O)O)cc1 | DNA FID counter = 2
# Cc1cc(C)cc(C(=O)Nc2cccnc2)c1 | IDE act = 0
# CCCNC(=O)N[C@@H](CCSC)C(=O)OC | IDE act = 9
# CCOc1ccc(-n2c(SCC(=O)Nc3ccc(CC)cc3)nc3n[nH]c(C)c3c2=N)cc1 | IDE cell inh = -4

# Other entries.
SMILES,UBC9 SUMO inh,M18AAP inhibitor,IDE cell inh,NS3 helicase inh,DNA FID counter,IDE act,VIM-2 inh,IMP-1 inh,p-CIP stab down
Cc1ccc(Nc2cc(C)nc3ncnn23)c(C)c1,-8,-3,4,-3,-12,1,0.9,-4.7,-12
CC12CCC(C(=O)NNc3ccccc3)(C(=O)C1=O)C2(C)C (stereo unspecified),21,-3,-6,-6,-6,9,1.5,-3.4,-3
COc1ccccc1NC(=O)Nc1cccc(C)n1,7,0,·,-9,-14,-3,0.5,-2.4,-11
Cn1c(=O)c2c(nc(Cc3ccccc3)n2C)n(C)c1=O,7,2,-8,-1,-3,4,-1.1,-2.3,1
Cc1ccccc1NC(=O)c1cc[n+]([O-])cc1,1,-4,7,4,-1,2,0.0,-2.1,4
CCN1CCN(C(=O)CN2C(=O)COc3ccc(C)cc32)CC1,-9,-7,-3,-12,-1,-2,-1.6,-1.5,5
CCCN1C(=S)SC(C)(C)C1/[N+]([O-])=C/c1ccc(S(=O)(=O)NC)cc1 (stereo unspecified),-1,-3,-1,-7,-4,-2,-4.4,-1.1,-5
CCOC(=O)c1cc(NC(=O)COC)ccc1O,10,-8,1,8,-3,·,-5.9,-1.4,-11
O=C(COc1ccc(Cl)cc1)N(Cc1ccco1)C1CCS(=O)(=O)C1 (stereo unspecified),20,2,6,3,-11,3,-3.1,-2.7,-13
CCOC(=O)c1c(N)n(CCOC(=O)c2cccs2)c2nc3ccccc3nc12,34,2,10,0,-15,3,3.5,1.3,-13
COc1ccc2nccnc2c1[N+](=O)[O-],14,3,2,12,-4,8,-0.8,-1.9,-4
CCN(CC)S(=O)(=O)c1ccc(C(=O)Nc2cc(C)on2)cc1,0,2,1,-1,-15,0,-2.5,-1.8,-3
Cc1nc2cc(N)ccc2n1C1CCCCC1,2,15,3,-14,3,3,-2.0,-5.4,4
COC(=O)c1ccc(COC(=O)C(CCS(C)(=O)=O)N2C(=O)c3ccccc3C2=O)cc1 (stereo unspecified),10,-1,5,-3,-18,1,-2.7,-4.0,-12
CCCC(=O)Nc1nc(-c2ccc(OC)cc2)cs1,12,12,1,25,-9,5,1.6,-1.8,-15
